Assay outcomes: PubChem BioAssay, National Center for Advancing Translational Sciences (NCATS)
D1 antagonist: blocks dopamine activation of the human D1 receptor | P21728 | HEK293 TREx D1 cells, calcium flux, dopamine EC80; active compounds read low | activity change, negative = inhibition, % at 10 µM | 360,000 tested, 3.2% active | AID 504652; in the data active means activity change below about -30%; further: on the % scale 0 is the no-effect control and ±100 the full control effect
Target sequence (P21728 whole entry, looked up): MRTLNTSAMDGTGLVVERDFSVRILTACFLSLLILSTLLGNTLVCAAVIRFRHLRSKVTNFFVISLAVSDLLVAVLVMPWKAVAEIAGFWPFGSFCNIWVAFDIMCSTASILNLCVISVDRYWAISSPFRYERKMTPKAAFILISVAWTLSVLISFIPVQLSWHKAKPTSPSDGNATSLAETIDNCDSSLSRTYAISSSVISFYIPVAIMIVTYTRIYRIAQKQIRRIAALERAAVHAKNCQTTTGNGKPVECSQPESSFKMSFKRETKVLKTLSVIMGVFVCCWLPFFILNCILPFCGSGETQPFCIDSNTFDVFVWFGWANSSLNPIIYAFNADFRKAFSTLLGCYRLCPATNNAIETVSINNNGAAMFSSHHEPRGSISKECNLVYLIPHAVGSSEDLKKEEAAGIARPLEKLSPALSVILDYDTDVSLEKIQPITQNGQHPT
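HEK293 T-REx cells expressing inducible, force-coupled D1 receptor; no-wash Ca dye, 30–90 min RT. Cmpd → 180 s read at 1 Hz → EC80 DA → 180 s read.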
D2 PAM: positive allosteric modulators of human D2 dopamine receptor | 340,000 tested, 0.34% active | P14416 | potentiation, % at 10 µM | HEK293 T-REx D2, calcium flux, EC20 dopamine potentiation;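 active means potentiation over 3 SD above the plate norm, cut at about 30% in these data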; further: 0% is about no effect
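Calcium flux readout, no-wash dye, 1 read/s. Inducible HEK293 Trex D2 line, overnight 30 C. Compound alone 180 s (agonist flags), then EC20 dopamine, another 180 s to score potentiation.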
TRHR ag: activates the human TRH receptor; TRHR cells, calcium flux fluo-8, FDSS agonist mode; activation, % at 2 µM; 360,000 tested, 0.18% active; AID 493084; in the data active means activation above about 30%; further: 0% is about no effect
Target sequence (P34981 whole entry, looked up): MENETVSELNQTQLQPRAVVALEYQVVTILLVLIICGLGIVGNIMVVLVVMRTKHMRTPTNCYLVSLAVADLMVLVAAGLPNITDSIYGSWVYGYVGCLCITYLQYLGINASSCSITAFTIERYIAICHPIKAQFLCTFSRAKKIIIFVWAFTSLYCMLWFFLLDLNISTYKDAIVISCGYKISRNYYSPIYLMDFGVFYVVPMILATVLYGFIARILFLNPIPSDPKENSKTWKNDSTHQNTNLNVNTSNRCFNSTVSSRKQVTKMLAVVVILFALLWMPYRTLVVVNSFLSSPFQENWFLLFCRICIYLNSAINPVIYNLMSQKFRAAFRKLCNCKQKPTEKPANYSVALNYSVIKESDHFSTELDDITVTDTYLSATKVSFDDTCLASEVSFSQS
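In this calcium-flux screen, cells bearing human TRHR are dye-loaded with fluo-8, baselined for 10 cycles, then exposed to library compounds; positive kinetic calcium responses during the agonist phase mark hits, with TRH as control.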
RXFP1 agonist: agonists of human relaxin receptor RXFP1 | Potency, µM (top dose mostly 57.5 µM), without a hit: at the top dose activation, usual class: activators | Q9HBX9 | AID 2676 | HEK293T-RXFP1 cAMP TR-FRET, 30 min; response scale: percent of porcine relaxin response, buffer zero | 370,000 tested, 0.3% active; further: potency means the concentration at half of the fitted maximal effect; on the % scale 0 is the no-effect control and ±100 the full control effect; nearly all actives have a fitted effect of over 60% in size; many of its hits are not listed in these tables
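HEK293 cells stably expressing RXFP1, treated 30 min at 37C with compounds plus PDE4 inhibitor Ro 20174; cAMP measured by HTRF TR-FRET. Normalized to buffer and 29 nM porcine relaxin; EC50 by Hill fit.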
TRHR enhancer: allosterically enhances the human TRH receptor. P34981. TRHR cells, fluo-8 calcium fluorescence, EC20 TRH enhancement. enhancement, % at 2 µM. 360,000 tested, 0.66% active. AID 493056; in the data active means enhancement above about 30%; further: 0% is about no effect
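Enhancer read-out: after compound pinning and an initial kinetic agonist-mode read, an EC20 of TRH (10 nM final) was injected and fluo-8 calcium signal (Ex 480/Em 530) followed at 1 s/cycle for 100 cycles in TRHR-expressing cells.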
Anesthetic bind: binds horse apoferritin like a general anesthetic. P02791. apoferritin/1-aminoanthracene competitive binding, fluorescence. Potency, µM (highest dose often 77.5 µM), for the others: at the highest dose activity change, negative = displacement, usual class: inhibitors. 350,000 tested, 0.074% active. AID 485281; further: potency means the concentration at half of the fitted maximal effect; on the % scale 0 is the no-effect control and ±100 the full control effect; nearly all actives have a fitted effect of over 20% in size
Target sequence (P02791 2-175 limits assumed): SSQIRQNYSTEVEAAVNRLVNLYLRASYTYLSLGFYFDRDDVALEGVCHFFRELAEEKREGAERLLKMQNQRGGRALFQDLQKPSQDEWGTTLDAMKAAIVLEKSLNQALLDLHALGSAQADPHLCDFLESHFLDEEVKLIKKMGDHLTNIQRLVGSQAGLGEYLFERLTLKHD
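In PBS, apoferritin at 10 uM is loaded with 1-AMA from a 50% saturated solution. After 10 min of compound exposure at ambient temperature, reduced 535 nm fluorescence indicates probe displacement.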
D1 potentiator: human D1 dopamine receptor positive modulation. potentiation, % at 10 µM. P21728. 360,000 tested, 0.036% active. HEK293 TREx D1 cells, calcium flux, dopamine EC20 potentiation; in the data active means potentiation above about 30%; further: 0% is about no effect
RXFP1 antagonist: blocks the human relaxin receptor RXFP1. 350,000 tested, 0.59% active. AID 1259400. HEK293-RXFP1, relaxin-stimulated cAMP HTRF, 30 min; active compounds read low. Q9HBX9. activity change, negative = inhibition, % at 57.5 µM;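 active means activity change of -60% or lower, but not beyond a set lower limit; inconclusive means change between -60% and -40%, or beyond the set limit; inactive means change above -40%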; further: on the % scale 0 is the no-effect control and ±100 the full control effect
D1 agonist: human D1 receptor agonism; HEK293 T-REx D1 cells, calcium flux, agonist mode; activation, % at 2 µM; 360,000 tested, 1% active; AID 504660; in the data active means activation above about 30%; further: 0% is about no effect
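Inducible HEK293 T-REx D1 cells, force-coupled to calcium signalling, were plated at 4000 cells/well with tetracycline and held overnight at 30 C. After no-wash calcium dye loading, compound-evoked calcium rise over 180 s flagged agonists.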
* hit, by the source's call; u = inconclusive; x = no result given; [ ] = remark or other dose. Unless noted, the call rests on the fitted dose curve; in most records, active means well fitted curve in the direction sought with a large enough effect; inconclusive means small, poorly fitted or top-dose-only effect, or another doubt; inactive means no such curve, though single readings can be large; an effect the other way counts as inactive or inconclusive. Not all compounds are listed; count on the stated rates, not on these rows.

SMILES	D1 antagonist	D2 PAM	TRHR ag	RXFP1 agonist	TRHR enhancer	Anesthetic bind	D1 potentiator	RXFP1 antagonist	D1 agonist
CC(C)NS(=O)(=O)c1cc(C(=O)O)ccc1Cl	-5	9	1.7	-0.3%	-2	-3%	7	x	1
Cc1ccc(OCC(O)CNC(=O)c2ccccc2C(=O)O)cc1 (stereo unspecified)	5	24	-0.2	-0.1%	-2	-21%	1	9	1
COc1cc(CCCN2CCNC[C@@H]2Cc2ccc(O)cc2)cc(OC)c1OC	15	x	0.6	2.3%	5	x	-3	x	-1
CCOc1ccc(NC(=O)CN2CCN(CC(=O)Nc3ccc4c(c3)OCCO4)CC2)cc1	4	1	-1.2	-1.3%	10	3%	-5	1	0
Cc1ccc(S(=O)(=O)N2CCOCC2)cc1NC(=O)c1cc([N+](=O)[O-])ccc1N1CCOCC1	-69*	14	0.2	12%	-1	x	0	-7	-2
Cc1cc(C)nc(N2CCCC(C(=O)NCCc3ccc(F)cc3)C2)n1 (stereo unspecified)	-3	6	-1.8	4.0%	-3	-6%	1	4	0
CCOc1ccc(C2C(C(=O)c3cccs3)=C(O)C(=O)N2CCN2CCOCC2)cc1 (stereo unspecified)	1	10	0.2	1.9%	-1	-10%	-5	12	0
S=C(NCCc1ccccn1)Nc1ccc(Cl)c(Cl)c1	-6	15	1.0	-0.6%	5	-2%	-7	-4	14
COc1cccc(C(=O)Nc2nnc(-c3ccc(OC)cc3OC)s2)c1	-2	-8	1.4	u	-3	-3%	-8	-5	1
CCc1noc(C)c1C(=O)N1CCN(S(=O)(=O)c2c(C)c(C)cc(C)c2C)CC1	7	2	1.0	1.6%	1	x	0	-7	1
CC(C)N1CC2(c3ccccc3)CN(C(C)C)CC(c3ccccc3)(C1)C2=O	6	5	0.7	2.0%	4	-5%	-3	-1	1
CCC(C(=O)NCc1ccco1)N(C(=O)CNS(=O)(=O)c1ccccc1)c1ccc(F)cc1 (stereo unspecified)	-3	x	-0.2	0.7%	0	-12%	-4	9	1
COc1ccccc1CNC(=O)COc1cccnc1[N+](=O)[O-]	3	x	-0.5	2.1%	-1	4%	-7	5	0
COc1ccc(C(=O)CC(=O)C(=O)Nc2cccc([N+](=O)[O-])c2C)cc1	6	18	4.1	-1.9%	4	-4%	3	-5	9
Cc1ccc(C)c(N2CCN(c3ccc4cc(S(=O)(=O)N5CCCCC5)ccc4n3)CC2)c1	-1	-8	0.6	3.3%	1	-4%	-4	12	2
Cc1csc(NC(=O)c2nc3nc(C)cc(C)n3n2)n1	4	12	-0.3	-0.8%	7	-17%	4	5	1
CC(C)CC(NC(=O)C(CC(C)C)NC(=O)OC(C)(C)C)C(=O)O (stereo unspecified)	-7	-10	0.3	-0.3%	0	4%	-2	-4	6
O=C(NCc1ccc(N2CCCC2=O)cc1)c1ccc(F)cc1	12	21	-1.0	1.1%	-3	-6%	0	3	1
CCOC(=O)c1cccc(NC(=O)CN2C(=O)C3CC=CCC3C2=O)c1 (stereo unspecified)	-13	-2	0.1	-1.6%	-7	-4%	-8	-6	-2
CCCOc1ccc2oc(=O)c3c(c2c1)CCCN3C(=O)CN1CCc2ccccc2C1	21	-2	-1.1	0.4%	-3	-23%	-4	-16	9

Some entries already given, reduced to D1 antagonist and D1 potentiator.
compound | D1 antagonist | D1 potentiator
CC(C)CC(NC(=O)C(CC(C)C)NC(=O)OC(C)(C)C)C(=O)O (stereo unspecified) | -7 | -2
CCC(C(=O)NCc1ccco1)N(C(=O)CNS(=O)(=O)c1ccccc1)c1ccc(F)cc1 (stereo unspecified) | -3 | -4
Cc1csc(NC(=O)c2nc3nc(C)cc(C)n3n2)n1 | 4 | 4

Later entries
SMILES	D1 antagonist	D2 PAM	TRHR ag	RXFP1 agonist	TRHR enhancer	Anesthetic bind	D1 potentiator	RXFP1 antagonist	D1 agonist
Cc1n[nH]c(=S)n1/N=C/c1ccccc1OCc1ccc(Cl)cc1	-87*	0	-1.1	15%	1	u	-2	-21	2
C/C(=N/N1CCN(c2ccccc2)CC1)c1cccc([N+](=O)[O-])c1	16	-1	-0.5	0.2%	-11	-19%	4	-17	1
CCOc1ccc(CN2CCCC(CO)(Cc3ccc(F)cc3)C2)cc1 (stereo unspecified)	-1	-18	1.6	2.7%	-5	-14%	-3	-9	3
O=C(c1ccc2c(c1)N(Cc1ccccc1F)C(=O)c1ccccc1S2(=O)=O)N1CCN(c2ccccc2F)CC1	-7	1	0.5	-1.0%	1	5%	-1	x	7
CC(C)(C)c1cc(NC(=O)CSc2nnc(N)s2)n(-c2ccccc2)n1	-35*	-6	0.2	0.6%	0	-3%	4	3	3
O=C(CN1C(=O)COc2ccc(Cl)cc21)Nc1cccc(F)c1	-10	-6	1.1	2.7%	-5	-10%	-6	-11	20
C=CCc1c(C)nc2c(-c3ccccc3)cnn2c1N1CCOCC1	-32*	2	-0.5	0.1%	-6	-6%	-8	22	1
CCOc1ccccc1NC(=O)c1cnc(N2CCOCC2)c2ccccc12	-29	5	-0.6	5.4%	-3	-14%	-1	-26	0
N#Cc1nc(-c2cccs2)oc1NCCc1ccccc1	-7	x	2.1	6.3%	-7	58%[activator]	-7	-5	0
Cc1ccc2nsnc2c1S(=O)(=O)N(CCO)Cc1cc2cc3c(cc2[nH]c1=O)OCCO3	11	3	-0.2	1.7%	2	-22%	-3	-14	2
CC(=O)Nc1ccc(S(=O)(=O)NCC(=O)OCC(=O)NNC(=O)c2ccccc2)cc1	-5	-15	0.6	3.7%	-1	x	-3	1	3
Cc1[nH]c2ccc(C(=O)NCC(C)(C)N3CCOCC3)cc2c1C	7	5	1.8	1.2%	-6	-10%	4	4	1
Cc1c(NC(=O)c2cc3c(s2)CCCC3)c(=O)n(-c2ccccc2)n1C	1	-3	-0.5	0.5%	-1	-9%	-3	2	1
COc1cc(C(=O)O/N=C(\N)c2ccncc2)cc(OC)c1OC	-25	-9	0.7	1.6%	0	-13%	-8	1	1
Cc1cc2ncn(S(=O)(=O)c3ccc(F)cc3)c2cc1C	-4	4	-0.3	0.1%	-3	-7%	4	0	0
COc1ccc(-c2nc(SCC(=O)Nc3ccc4c(c3)OCO4)c(-c3ccccc3)[nH]2)cc1	-7	-11	-1.2	1.6%	-2	-9%	-4	-27	2
Cc1ccc(-n2c(-c3nn(C)cc3Cl)n[nH]c2=S)cc1	28	3	1.6	6.6%	31*	-4%	-4	-6	3
COc1ccccc1Oc1ccnc2cc(Cl)ccc12	-4	5	-0.7	1.7%	7	-12%	-8	-26	10
COc1ccc(NC(=O)NCCN2CCCCC2)cc1	-11	-4	-0.2	0.7%	-1	0%	-3	5	5
Cc1cc(C)n(-c2ccc(C(=O)OCC(=O)NCc3ccc(F)cc3)cc2)n1	-17	-4	-0.3	2.7%	4	-18%	-2	3	6

Record cards, as listed above. Order of values: D1 antagonist | D2 PAM | TRHR ag | RXFP1 agonist | TRHR enhancer | Anesthetic bind | D1 potentiator | RXFP1 antagonist | D1 agonist
`Cc1c(NC(=O)c2cc3c(s2)CCCC3)c(=O)n(-c2ccccc2)n1C` as listed: 1 | -3 | -0.5 | 0.5% | -1 | -9% | -3 | 2 | 1
`Cc1cc(C)n(-c2ccc(C(=O)OCC(=O)NCc3ccc(F)cc3)cc2)n1` as listed: -17 | -4 | -0.3 | 2.7% | 4 | -18% | -2 | 3 | 6
`Cc1cc2ncn(S(=O)(=O)c3ccc(F)cc3)c2cc1C` as listed: -4 | 4 | -0.3 | 0.1% | -3 | -7% | 4 | 0 | 0
`COc1cc(C(=O)O/N=C(\N)c2ccncc2)cc(OC)c1OC` as listed: -25 | -9 | 0.7 | 1.6% | 0 | -13% | -8 | 1 | 1
`COc1ccccc1Oc1ccnc2cc(Cl)ccc12` as listed: -4 | 5 | -0.7 | 1.7% | 7 | -12% | -8 | -26 | 10

The main list resumes, starting three compounds before the break.
SMILES	D1 antagonist	D2 PAM	TRHR ag	RXFP1 agonist	TRHR enhancer	Anesthetic bind	D1 potentiator	RXFP1 antagonist	D1 agonist
COc1ccccc1Oc1ccnc2cc(Cl)ccc12	-4	5	-0.7	1.7%	7	-12%	-8	-26	10
COc1ccc(NC(=O)NCCN2CCCCC2)cc1	-11	-4	-0.2	0.7%	-1	0%	-3	5	5
Cc1cc(C)n(-c2ccc(C(=O)OCC(=O)NCc3ccc(F)cc3)cc2)n1	-17	-4	-0.3	2.7%	4	-18%	-2	3	6
CCCc1ccc2oc(C(=O)NCc3nnc(C)o3)c(C)c2c1	-14	-5	-1.6	1.7%	1	-21%	3	-10	2
O=C(Cc1c[nH]c2ccccc12)N1CCN(c2ccccc2)CC1	-5	-2	1.0	-0.6%	15	-3%	-5	-4	9
O=C(Nc1nccs1)c1ccccn1	-2	6	1.0	-0.1%	-3	-9%	-2	1	2
O=C(CN(c1cc(C(F)(F)F)ccc1Cl)S(=O)(=O)c1ccccc1)NCc1cccnc1	7	10	1.5	-1.0%	-9	-13%	-2	0	1
COc1ccc(OCC(=O)NNC(=S)NC(=O)c2ccc([N+](=O)[O-])cc2)cc1	-2	9	0.5	-4.7%	-2	6%	0	-6	3
O=C(CSc1nc2ncccc2[nH]1)c1ccc2c(c1)OCO2	2	-3	0.1	14%	-2	-2%	1	-1	2
Cc1ccc(CCNC(=O)c2cc3c(s2)-c2c(C)cccc2OC3)cc1	17	-11	-0.1	11%	4	44%[activator]	-5	-5	0
O=C(OCc1ccc(Cl)c(Cl)c1)c1cnccn1	1	x	-0.6	0.7%	-2	-14%	0	-5	0
COc1ccc(-c2nc(SCc3ccccc3)n(S(C)(=O)=O)n2)cc1	-4	3	0.2	2.0%	-5	-16%	-1	-11	5
CCCCOc1ccc(C(=O)N/C(=C\c2ccc([N+](=O)[O-])cc2)C(=O)OCc2ccco2)cc1	4	-19	1.3	0.5%	12	-16%	-5	-3	6
COc1cc(-c2noc(C)n2)cc(OC)c1OC	-16	-4	0.6	-0.7%	-2	-5%	-3	0	1
CN(C)C(CNC(=O)CCNC(=O)c1ccccc1Cl)c1ccco1 (stereo unspecified)	-1	-3	0.5	0.5%	8	x	-1	8	2
CCOC(=O)c1cnc2ccc(OC)cc2c1Nc1ccc(OCc2ccccc2Cl)cc1	13	14	-1.7	-0.4%	-1	u	-1	x	17
